# From PubChem BioAssay
# Sm TGR inh: inhibitors of Schistosoma mansoni thioredoxin glutathione reductase; Q962Y6; Potency, µM (series often up to 114 µM), inactives show at the top dose activity change, negative = inhibition, usual class: inhibitors; hit rate 3% among 360,000; AID 485364; purified TGR, DTNB reduction, TNB absorbance 405 nm; further: potency means the concentration at half of the fitted maximal effect; on the % scale 0 is the no-effect control and ±100 the full control effect; nearly all actives have a fitted effect of over 60% in size
#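 First, TGR (20 nM dispensed) and NADPH were mixed with compound. Second, a 15 min room-temperature incubation followed. Third, further NADPH and then DTNB were added to start the reaction. Finally, TNB absorbance was monitored kinetically.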
# Shiga toxin inh: inhibitors of Shiga toxin in Vero cells | Vero cells, Shiga toxin protein synthesis inhibition reporter | hit rate 9.2% among 290,000 | inhibition, % at 38.7 µM; in the data active means inhibition mostly above about 28%, no sharp cut-off; inactive means mostly below about 43%; further: 0% is about no effect
# Pf growth 96h: inhibits malaria parasite growth, 96 h; P. falciparum luciferase reporter growth, 96 h; Potency, µM (series often up to 28.7 µM), inactives show at the top dose activity change, negative = inhibition, usual class: inhibitors; hit rate 6.9% among 320,000; further: potency means the concentration at half of the fitted maximal effect; on the % scale 0 is the no-effect control and ±100 the full control effect
#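 P. falciparum expressing integrated firefly luciferase grown in erythrocytes (2% hematocrit, 0.05% parasitemia final) with compounds for 96 hours at 37 C, 5% CO2. Growth inhibition read as loss of luminescence after adding luciferase detection reagent.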
# Giardia FBPA inh: Giardia lamblia aldolase inhibition | Potency, µM (top dose mostly 59.6 µM), for inactives: top-dose activity, negative = inhibition, actives largely listed as inhibitors | hit rate 0.71% among 290,000 | A8B2U2 | purified Giardia FBPA | AID 2451; further: potency means the concentration at half of the fitted maximal effect; on the % scale 0 is the no-effect control and ±100 the full control effect; nearly all actives have a fitted effect of over 55% in size
# Target sequence (A8B2U2 whole entry, looked up): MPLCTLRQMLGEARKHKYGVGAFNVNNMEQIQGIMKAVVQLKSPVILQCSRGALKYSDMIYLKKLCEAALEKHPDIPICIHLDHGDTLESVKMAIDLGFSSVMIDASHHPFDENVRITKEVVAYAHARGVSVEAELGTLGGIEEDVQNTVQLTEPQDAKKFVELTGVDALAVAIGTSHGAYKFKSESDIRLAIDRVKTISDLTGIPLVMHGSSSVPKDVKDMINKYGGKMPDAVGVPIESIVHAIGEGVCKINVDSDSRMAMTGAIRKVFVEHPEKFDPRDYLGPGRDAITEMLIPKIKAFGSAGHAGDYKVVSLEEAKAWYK
#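 40 nM FBPA preincubated 10 min at RT with compound (up to 57.5 uM final), then substrate plus GAPDH/TPI/NAD/arsenate coupling and diaphorase/resazurin added. Fluorescence read after 20 min at RT, 525/598 nm.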
# CHX counter: counter-screen for Shiga toxin inhibitors: cycloheximide protein synthesis inhibition. cell reporter, cycloheximide protein synthesis inhibition counterscreen. hit rate 12% among 300,000. max response, %; in the data active means max response mostly above about 13%, no sharp cut-off; inactive means mostly below about 14%; further: read at 38.3 µM for the half of the compounds with a filed dose; 0% is about no effect
# Pf growth 48h: inhibits P. falciparum growth in the first generation, 48 h; AID 504832; Potency, µM (top dose mostly 28.7 µM), inactives show at the top dose activity change, negative = inhibition, actives largely listed as inhibitors; P. falciparum luciferase growth in erythrocytes, 48 h; hit rate 5.9% among 310,000; further: potency means the concentration at half of the fitted maximal effect; on the % scale 0 is the no-effect control and ±100 the full control effect
#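 Parasite viability was followed by luminescence of a genomically integrated firefly luciferase. Cultures held 0.1% parasitemia at 2% hematocrit (final), incubated under 5% CO2 at 37 C.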
# Numbers without * were called inactive; ? = inconclusive; · = not tested or not shown; & = joins results of further samples; [ ] = remark or other dose. Unless noted, the call rests on the fitted dose curve; in most records, active means well fitted curve in the direction sought with a large enough effect; inconclusive means small, poorly fitted or top-dose-only effect, or another doubt; inactive means no such curve, though single readings can be large; an effect the other way counts as inactive or inconclusive.
SMILES,Sm TGR inh,Shiga toxin inh,Pf growth 96h,Giardia FBPA inh,CHX counter,Pf growth 48h
Cc1ccc(S(=O)(=O)N2CCN(C(=O)COC(=O)COc3ccccc3)CC2)cc1,12%[11.4 µM],19,3%,2%,1,·
Cc1cc(=O)oc2c1ccc1oc(/C(=N/O)c3ccccc3)c(C)c12,5%,-2,·,-23%,6,1.7µM*
CC1CCCCN1S(=O)(=O)c1coc(C(N)=O)c1 (configuration not stated),83%[activator],-12,-2%,0%,-3,·
CCOC(=O)/C(=N\Nc1ccccc1[N+](=O)[O-])c1csc(N)n1,·,36,34%[activator],-7%,21*,3%
C/C(=N/NC(=O)c1ccc(C)s1)c1cccc(NC(=O)c2ccoc2C)c1,?,37,-10%,·,32*,5%
COCCNC(=O)c1cc(Br)ccc1Cl,1%,-6,36%[activator],1%,-1,0%
COc1ccc(OC)c(NC(=O)CSc2nn3c(=O)c(C)nnc3s2)c1,15%,-2,89%[activator],·,-3,42%[activator]
Cc1csc(CNc2ncnc3ccc(-c4cccc(Cl)c4)cc23)c1,-4%,·,2.3µM*,·,·,7.4µM*
Cc1cc2c(=O)n(CC(=O)N3CCN(c4ccc(F)cc4)CC3)cnc2s1,-3%,-4,178%[activator],8%,-1,0%
COc1cc(C(=O)NCCN2C(=O)S/C(=C\c3cccs3)C2=O)cc(OC)c1OC,-6%,22,27%,-1%,11,12%

# 3 compounds picked at random from those above:
SMILES,Sm TGR inh,Shiga toxin inh,Pf growth 96h,Giardia FBPA inh,CHX counter,Pf growth 48h
Cc1cc(=O)oc2c1ccc1oc(/C(=N/O)c3ccccc3)c(C)c12,5%,-2,·,-23%,6,1.7µM*
COCCNC(=O)c1cc(Br)ccc1Cl,1%,-6,36%[activator],1%,-1,0%
C/C(=N/NC(=O)c1ccc(C)s1)c1cccc(NC(=O)c2ccoc2C)c1,?,37,-10%,·,32*,5%

# 2 compounds from above, reduced to Pf growth 96h and Giardia FBPA inh.
Compound | Pf growth 96h | Giardia FBPA inh
Cc1csc(CNc2ncnc3ccc(-c4cccc(Cl)c4)cc23)c1 | 2.3µM* | ·
Cc1cc2c(=O)n(CC(=O)N3CCN(c4ccc(F)cc4)CC3)cnc2s1 | 178%[activator] | 8%

# The listing picks up, repeating the 4 entries before the break.
SMILES,Sm TGR inh,Shiga toxin inh,Pf growth 96h,Giardia FBPA inh,CHX counter,Pf growth 48h
COc1ccc(OC)c(NC(=O)CSc2nn3c(=O)c(C)nnc3s2)c1,15%,-2,89%[activator],·,-3,42%[activator]
Cc1csc(CNc2ncnc3ccc(-c4cccc(Cl)c4)cc23)c1,-4%,·,2.3µM*,·,·,7.4µM*
Cc1cc2c(=O)n(CC(=O)N3CCN(c4ccc(F)cc4)CC3)cnc2s1,-3%,-4,178%[activator],8%,-1,0%
COc1cc(C(=O)NCCN2C(=O)S/C(=C\c3cccs3)C2=O)cc(OC)c1OC,-6%,22,27%,-1%,11,12%
CCOc1ccc(S(=O)(=O)NCCN2CCOCC2)c2ccccc12,-7%,12,13%,0%,-6,?
CC(C)C(NS(=O)(=O)c1cccc(C(F)(F)F)c1)C(=O)O (configuration not stated),13%,13,48%[activator],3%,-2,38%[activator]
O=C(Nc1ccc(F)cc1F)N1CCN(CCc2ccccc2)CC1,-2%,-10,27%,-4%,-1,2.3µM*
COc1ccc(-n2cnnc2SCC(=O)Nc2cccc(S(=O)(=O)N3CCCCC3)c2)cc1,-2%,-12,0%,1%,-1,-26%
CC12CCC(C(=O)O)(C/C1=N\O)C2(C)C (configuration not stated),5%&15%,-3&9,7%&-18%,-2%&-1%,-1&-5,7%&3%
COc1ccc([C@@H]2CC=C(C(=O)O)[C@H](c3ccccc3)N2S(=O)(=O)c2ccccc2C)cc1,-15%,·,?,·,·,-30%
O=C(OCC(=O)N1CCN(C(=O)c2ccco2)CC1)c1ccc(S(=O)(=O)N2CCCCC2)cc1,-2%,-24,·,-1%,-1,11%
Cc1snc(SCC(=O)N/N=C(\N)COc2ccc(F)cc2)c1C#N,3%,-6,55%[activator],8%,-3,?
CCOc1ccccc1N(CC(=O)NCCSc1ccccn1)S(=O)(=O)c1ccccc1,3%,-6,?,-2%,1,15µM*
CC(NS(=O)(=O)c1ccc(CCC(=O)NCC2CCCO2)cc1)c1ccccc1 (configuration not stated),-5%,10,?,11%,-3,-21%
O=c1[nH]c(Nc2ccc3c(c2)OCCO3)nnc1Cc1ccc(Cl)cc1,8%,-2,72%[activator],2%,-3,?
C=CCn1cc(C(=O)N2CCN(C)CC2)c(=O)c2cc(S(=O)(=O)N(CC)CC)ccc21,-16%,2,35%[activator],8%,-6,22%
COc1ccc(C(=O)Nc2ccc(S(=O)(=O)NC(C)(C)C)cc2)cc1[N+](=O)[O-],·,-22,2%,-2%,-1,?
O=C(CCc1nnc(CCCCc2ccccc2)o1)NCCC1CCCCO1 (configuration not stated),16%,5,16%,1%,-1,-17%
COc1ccc(C(=O)NC(=S)NCc2ccco2)cc1Br,50µM*,9,?,·,9,?
CCCCCOC(=O)CCN1C(=O)/C(=C2\SC(=S)N(CCC(=O)OCCCCC)C2=O)SC1=S,-5%,-4,-7%,-4%,1,29%
CCc1nnc(NC(=O)c2nc(S(=O)(=O)Cc3ccc(C)cc3)ncc2Cl)s1,32µM*,78*,?,·,57*,6%
CCCCn1c(SCC(=O)Nc2ccc3c(c2)CCC3)nc2ccccc2c1=O,5%,30,?,16%,0,22%
COC(=O)CCC(=O)Nc1cccc2ccccc12,6%,1,48%[activator],3%,-4,8%
O=C(C1=C(O)C(=O)N(Cc2ccco2)C1c1cccnc1)c1cc2ccccc2o1 (configuration not stated),25µM*,-3,-11%,11%,-2,7%
O=C(CSc1nnc(-c2ccccc2F)o1)OCc1ccccc1,1%,-3,·,0%,-2,-2%
CCOC(=O)C(Cc1ccccc1)c1ccnc2nc(N)nn12 (configuration not stated),0%,2,-31%[5.75 µM],-4%,-7,-3%
CCc1nccn1S(=O)(=O)c1ccccc1[N+](=O)[O-],-1%,4,-6%,-26%,-4,-19%
Cc1ccccc1NC(=O)Cc1nc(COC(=O)c2ccc(S(C)(=O)=O)c([N+](=O)[O-])c2)cs1,2.8µM*,·,?,·,·,?
C#Cc1ccc(CN2CCC(N3CCC(C(=O)NCc4ccccn4)CC3)CC2)cc1,-1%,-4,?,·,-11,?
COC(=O)CSc1nnc(-c2ccccn2)n1Cc1ccco1,-10%,-6,-22%,1%,10,-6%
Cc1nnsc1C(=O)N1CCCC(N2CCN(c3ccc(F)cc3)CC2)C1 (configuration not stated),-5%,3,33%[activator],·,-1,0%
CCc1cc(-c2n[nH]c(=S)n2CC)cs1,-1%,11,13%,8%,-3,-3%
O=C(N/N=C/c1ccc(O)cc1O)c1ccc(CN2C(=O)c3cccc4cccc2c34)cc1,·,-4,?,-12%,0,?
Cc1cc(-n2cnnn2)cc(C)c1S(=O)(=O)N(C)c1ccccc1,5%,-3,-22%,6%,11,?
CCOC(=O)c1c(C)oc2cc(Cl)c(O)c(CN(C)C)c12,?,69*,?,-8%,39*,?
COc1cc(/C=C/C(=O)OCC(=O)c2ccc(S(=O)(=O)N3CCCCC3)cc2)cc(OC)c1OC,9%,·,-5%,·,·,?
Cc1nc(CN(C)C(=O)c2ccccc2OC2CCN(S(C)(=O)=O)CC2)cs1,85%[activator],-1,3%,1%,5,-1%
N#Cc1cc2ccccc2nc1SCc1cccnc1,0%,-19,·,19%,-2,-9%
O=[N+]([O-])c1cccnc1NCCc1c[nH]c2ccccc12,3%,68*,102%[activator],-9%,31*,141%[activator]
CNS(=O)(=O)c1ccc(NC(=O)c2ccc(Cl)cc2Cl)cc1,1%,4,?,-5%,-3,11%
COC(=O)c1ccc(COC(=O)[C@@H]2CC(O)CN2S(=O)(=O)c2ccccc2[N+](=O)[O-])cc1 (some centres not stated),-7%,·,0%,·,·,0%
COCCNC(=S)N/N=C/c1c2ccccc2cc2ccccc12,-1%,40,3.7µM*,7%,7,6.6µM*
COc1cc(/C=N/NC(=O)c2ccc(COc3ccccc3Cl)o2)cc(Br)c1O,-13%,-12,?,-1%,-6,-24%
NC(=S)NN=C1c2ccccc2-c2ccccc21,3%,-3,28%,?,1,?
Cc1ccccc1-c1ccccc1N,-10%,6,22%,-3%,-2,9%
COc1ccc(NC(=O)C2CCN(C(=O)C3CC(=O)N(c4ccc(C)cc4)C3)CC2)c(OC)c1 (configuration not stated),6%,4,21%,-2%,-2,0%
COc1ccc(C=O)cc1COc1ccc([N+](=O)[O-])c(C)c1,-8%,44,18%,-11%,2,8%
COC(=O)C1CCCN1S(=O)(=O)c1ccc([N+](=O)[O-])cc1 (configuration not stated),-19%,·,?,-2%,-5,0%
CCN(CC)c1ccc(NC(=O)CN2CCN(c3ccccn3)CC2)cc1,-7%,2,34%[activator],-2%,-4,-14%
CCOC(=O)c1sc2nc(C)[nH]c(=O)c2c1C,-29%,3,-1%,2%,-1,55%[activator]
CC(CCc1ccc(O)cc1)NCCC(c1ccccc1)c1ccccc1 (configuration not stated),3%,-7,?,-26%,-2,?
CN(C)c1cc[n+](CC(=O)c2ccc(-c3ccccc3)cc2)cc1,?,-3,?,-2%,0,4.7µM*
CC(=O)N1c2ccccc2N(Cc2ccc([N+](=O)[O-])cc2)C(=O)C1(C)C,-9%,-7,?,5%,11,-16%
O=c1c2cn[nH]c2[nH]c(=S)n1-c1ccccc1F,?,73,3%,7.1µM*,33,158%[activator]
# More structures follow:
SMILES,Sm TGR inh,Shiga toxin inh,Pf growth 96h,Giardia FBPA inh,CHX counter,Pf growth 48h
Cc1ccc(/C=N/N=C2/NC(=O)C(CC(=O)Nc3ccc(Cl)cc3)S2)o1 (configuration not stated),-27%,-5,-23%,3%,-3,12%
CC1Cc2ccccc2N1Cc1nc2scc(-c3cccs3)c2c(=O)[nH]1 (configuration not stated),-25%,22,?,-2%,-4,?
CCC(c1nc2ccccc2c(=O)n1-c1nc2ccccc2s1)N1C(=O)c2ccccc2C1=O (configuration not stated),6%,-11,?,0%,-3,12%
O=C(CSc1nnc(CNc2ccc(F)cc2)n1Cc1ccco1)N1CCCC1,-29%,-6,?,1%,-3,7%
CC(=O)N(CN1C(=O)c2ccc([N+](=O)[O-])cc2C1=O)c1cccc(C(=O)O)c1,0%,-4,44%[1.15 µM],-12%,-3,-10%
O=C(NC1CC1)C1=C[C@@H](c2ccc3c(c2)OCO3)C[C@@H](OCCCCO)O1,-10%,3,35%[activator],-3%,-2,34%[activator]
O=C(Nc1cccc(N2CCCC2)c1)c1cccs1,-31%,72*,-5%,-25%,27*,?
Cc1nonc1C(=O)N/N=C/c1ccc(O)c(O)c1,6%,99*,9%,?,42*,11%
COc1cc(C(=O)Nc2ccc3c(c2)C(=O)c2ccccc2C3=O)cc(OC)c1OC,-4%,12,13%,-1%,-1,-8%
O=C(N/N=C(/c1ccccc1)c1ccncc1)c1ccc2c(c1)OCO2,-1%,-5,-43%,10%,-4,-1%
CN1CCN(c2ccccc2N)CC1,-4%,3,9%,-10%,3,32%[activator]
COc1ccccc1N(CC(=O)Nc1ccc(S(=O)(=O)N2CCCCC2)cc1)S(C)(=O)=O,1%,6,?,-7%,-2,-23%
COc1cc(C(=O)Oc2ccccc2)ccc1OCc1c(C)noc1C,0%[11.4 µM],-21,-22%,4%,-1,·
CC(C)n1c(CN(C)Cc2ccccc2)nc2c1c(=O)n(C)c(=O)n2C,-26%,-3,?,7%,-3,2%
CCOc1ccc(NC(=O)C2CCCN(S(=O)(=O)c3c(C)nn(C)c3C)C2)cc1 (configuration not stated),-3%,-12,?,-1%,-4,·
O=C(COC(=O)CCSc1ccc(Cl)cc1)NCc1ccc(Cl)cc1,4%,14,-18%,21%,3,6%
CCC(C)(CC(=O)N(C)CCC#N)c1ccccc1 (configuration not stated),-5%,-6,17%,1%,3,19%
CCCCCC(=O)Nc1ccc(-c2csc(N)n2)cc1,-3%,123*,3%,-17%,57*,?
